Screens (PubChem BioAssay)
FBPA Giardia inh = qHTS Assay for Inhibitors of Fructose-1,6-bisphosphate Aldolase from Giardia Lamblia; purified Giardia FBPA; AID 2451, 2010; Potency, µM (top dose mostly 59.6 µM), without a hit: at the highest dose activity, negative = inhibition, actives largely listed as inhibitors; 0.71% of 290,000 active; active means well fitted inhibition curve with a large enough effect; inconclusive means small, poorly fitted or top-dose-only effect, or effect the other way; further: nearly all actives have a fitted effect of over 55% in size
Target sequence (A8B2U2 whole entry, looked up): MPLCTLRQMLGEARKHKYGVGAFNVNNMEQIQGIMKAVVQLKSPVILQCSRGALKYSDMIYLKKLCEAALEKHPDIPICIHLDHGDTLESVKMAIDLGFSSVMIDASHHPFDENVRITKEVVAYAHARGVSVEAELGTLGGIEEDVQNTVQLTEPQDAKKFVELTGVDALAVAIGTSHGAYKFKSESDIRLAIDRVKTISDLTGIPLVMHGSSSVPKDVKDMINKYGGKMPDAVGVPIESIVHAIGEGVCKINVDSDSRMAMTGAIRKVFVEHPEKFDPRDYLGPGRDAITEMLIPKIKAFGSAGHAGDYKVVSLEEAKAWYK
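40 nM FBPA preincubated 10 min at RT with compound (up to 57.5 uM final), then substrate plus GAPDH/TPI/NAD/arsenate coupling and diaphorase/resazurin added. Fluorescence read after 20 min at RT, 525/598 nm.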
Numbers without * were called inactive; ? = inconclusive; & = joins results of further samples; [ ] = dose if it differs, or a comment. On the % scale 0 is the no-effect control and ±100 the full control effect; potency means the concentration at half of the fitted maximal effect.

SMILES | FBPA Giardia inh
CCC/C=C(\CCC)C(NC(=O)Oc1ccc(F)cc1)c1ccc(C(=O)OC)cc1 (stereo not drawn) | 1%
Cc1cnc(CNc2ncnc3ccc(-c4ccccc4CN(C)C)cc23)cn1 | ?
O=C(c1csnn1)N1CCC2(CC1)CN(c1cccc(-c3ccccc3)c1)C2 | -10%
Cc1nc(NCc2ccccc2)c2nc(-c3ccccc3)n(CCN3CCOCC3)c2n1 | -2%
CN1CCN(c2ncc3ncc(=O)n(-c4ccccc4)c3n2)CC1 | 6%
CC(=O)Nc1ccn(C2CC3OCC(NC(=O)C(NC(=O)OC(C)(C)C)C(C)OCc4ccccc4)C3O2)c(=O)n1 (stereo not drawn) | 4%
C=C(C)[C@]12C[C@@H](C)[C@@]34O[C@](Cc5ccccc5)(O[C@@H]1[C@@H]3C=C(COC(=O)Cc1ccc(O)c(OC)c1)C[C@]1(O)C(=O)C(C)=C[C@@H]41)O2 | -27%
COC(=O)[C@@H](NC(=O)O[C@@H]1C(=O)c2cc(OC)ccc2O[C@H]1c1ccc(OC)c(Br)c1)C(C)C | -1%
CC(C)=CCCC1=CC[C@H](C(=O)O)[C@H](C(=O)O)C1 | 16%
COc1ccccc1-c1cc(N(C)Cc2ccco2)ncn1 | -4%
COCC(=O)N1CCC2(CCN(Cc3ccccc3OC)CC2)CC1 | 0%
CC(=O)O[C@H]1C[C@H]2CC[C@@H]3[C@@H](CC[C@]4(C)[C@H](OC(C)=O)[C@H]([N+]5(C)CCCCC5)C[C@@H]34)[C@]2(C)C[C@H]1[N+]1(C)CCCCC1 | 0%[21.7 µM]
c1csc(CNc2ccnc(-c3ccc4c(c3)OCO4)n2)c1 | -14%
Clc1cnccn1 | -2%[21.7 µM]
COc1cccc(Nc2ncc3nc(-c4cc(F)cc(F)c4)c(=O)n(C[C@H]4CCCO4)c3n2)c1 | 3%
Nc1sc2c(c1C(=O)c1ccc(Cl)cc1)CCCC2 | -23%
COc1ccc(NC(=O)N2CCC3(CC2)CCN(S(=O)(=O)c2ccccc2)CC3)cc1 | -5%
CN(C)C(=S)SC(=S)N(C)C | 16µM*
CO[C@@H]1COC(=O)[C@H](CCSC)NC(=O)C/C=C\[C@@H](C)COC(=O)[C@@H]2CCCN2C(=O)C/C=C\[C@H]1C | 0%[12.9 µM]
CNc1ccc(C(=O)Oc2cc(O/N=[N+](\[O-])N(C)C)c([N+](=O)[O-])cc2[N+](=O)[O-])cc1 | ?
COc1ccccc1/C=C/C1=CC2(C)CC1(C)C(c1ccccc1OC)CC2=O (stereo not drawn) | -1%[12.9 µM]
CC(C)(C)OC(=O)N1CCCC1C(=O)NC1COC2CC(n3cc(F)c(=O)[nH]c3=O)OC12 (stereo not drawn) | 4%
COc1ccc2c(c1)C(=O)[C@H](OC(=O)NS(=O)(=O)c1ccc(C)cc1)[C@@H](c1ccc(OC)c(Br)c1)O2 | 4%
c1cc2c(cc1[C@H]1OC[C@@H]3[C@H]1CO[C@H]3c1ccc3c(c1)OCO3)OCO2 | 4%
COc1ccc(-c2ccc(=N)n(CCCC(=O)O)n2)cc1 | 1%

Reprinted at random: 4 records from the list, in no set order.
SMILES | FBPA Giardia inh
CCC/C=C(\CCC)C(NC(=O)Oc1ccc(F)cc1)c1ccc(C(=O)OC)cc1 (stereo not drawn) | 1%
COc1cccc(Nc2ncc3nc(-c4cc(F)cc(F)c4)c(=O)n(C[C@H]4CCCO4)c3n2)c1 | 3%
c1cc2c(cc1[C@H]1OC[C@@H]3[C@H]1CO[C@H]3c1ccc3c(c1)OCO3)OCO2 | 4%
CO[C@@H]1COC(=O)[C@H](CCSC)NC(=O)C/C=C\[C@@H](C)COC(=O)[C@@H]2CCCN2C(=O)C/C=C\[C@H]1C | 0%[12.9 µM]

Next section:
SMILES | FBPA Giardia inh
Cc1ccc(SCC(Cc2ccccc2)N2CCN(CC(C)C)CCC2=O)cc1 (stereo not drawn) | -7%
O=c1n(-c2ccccc2)c(=O)n2n1CC[C@H]1/C(=N\OCc3ccccc3)[C@H]3O[C@@H]3[C@@H](O)[C@@H]12 | 2%[12.9 µM]
CC(=O)N[C@H]1CSSC[C@@H](C(=O)N2CCC[C@H]2C(=O)N2CCC[C@H]2C(=O)N[C@@H](CCCCN)C(=O)N[C@@H](CC(=O)O)C(N)=O)NC(=O)CNC(=O)[C@H](Cc2c[nH]c3ccccc23)NC(=O)[C@H](CCCNC(=N)N)NC(=O)[C@@H](Cc2ccc3ccccc3c2)NC(=O)[C@H](Cc2cnc[nH]2)NC(=O)[C@H](CCC(=O)O)NC1=O | 3%
COCCn1c(=O)c(-c2ccccc2)nc2cnc(N3CCNCC3)nc21 | -4%
C=C1C(=O)OC2C=C(C)CCC=C(C)CCC12 (stereo not drawn) | -1%
Cc1cccc(CNc2cc(-c3cccc(NS(C)(=O)=O)c3)ncn2)c1 | -6%
CN1CCCC2(CCN(C(=O)c3csnn3)CC2)C1 | -24%
CC1CCC2=C1C[C@H](C(C)(C)O)CC[C@@H]2C (stereo partly drawn) | -17%
COc1ccc(-c2ccc(OC)c(C3C4C=CCC(C)C4C(=O)N3Cc3ccccc3)c2)cc1OC (stereo not drawn) | -7%
CCN1C[C@]2(C)CC[C@H](OC)[C@@]34[C@H]1C1(OCO[C@@]15C[C@H](OC)C1C[C@]3(O)C5[C@H]1OC)[C@@H](O)[C@H]24 | 2%
CO[C@@H]1COC(=O)C/C=C\[C@H](C)[C@H](OC)COC(=O)[C@H]2CCCN2C(=O)C/C=C\[C@H]1C | 0%[12.9 µM]
CC(C)NC(=O)N1CC[C@@]2(CCCN(C(=O)c3ccco3)C2)C1 | 5%
COc1ccc(CCC(=O)c2c(O)cc(OC3OC(CO)C(O)C(O)C3O[C@@H]3OC(C)C(O)C(O)C3O)cc2O)cc1O (stereo partly drawn) | -22%
O=C(Nc1ccc([N+](=O)[O-])cc1O)Nc1ccccc1Br | -21%
CC(=O)OCC(=O)[C@@]12OC(C)(C)OC1CC1C3CC(F)C4=CC(=O)C=C[C@@]4(C)[C@@]3(F)C(O)C[C@]12C (stereo partly drawn) | 7%
COc1ccc(COC(=O)N/N=C2/C[C@@H](O)[C@@H](O)[C@@H]3[C@@H]4C(=O)N(C5CCCCC5)C(=O)[C@H]4CC[C@@H]23)cc1 | -3%[12.9 µM]
CCCn1c(-c2ccc(F)cc2)nc2c(NCCN(CC)CC)nc(C)nc21 | 3%
NC[C@@H]1O[C@H](c2ccccc2)Cc2c1ccc(O)c2O | ?
CC(N)(Cc1ccc(O)cc1)C(=O)O (stereo not drawn) | -1%
CC[C@H](CC[C@@H](C)C1CC[C@H]2[C@@H]3CC=C4C[C@@H](O)CC[C@]4(C)[C@H]3CC[C@]12C)C(C)C (stereo partly drawn) | 7%
O=S(=O)(Cc1ccccc1)c1nnnn1-c1ccccc1 | 3%
COC(C(C)/C=C/CC(=O)OCCCc1ccccc1)C1CCCCC1 (stereo not drawn) | 1%[12.9 µM]
CC1(C)CC=C(O[Si](C)(c2ccccc2)c2ccccc2)CC1 | 2%
CC(=O)O[C@H]1CC[C@@]2(C)C(=CC[C@@H]3[C@H]2CC[C@]2(C)C(=O)CC[C@H]32)C1 | 7%[21.7 µM]
COc1ccc(-c2nc3cnc(N4CCNCC4)nc3n(-c3ccccc3)c2=O)cc1 | -6%

(cont.)
SMILES | FBPA Giardia inh
COc1ccccc1-c1oc2ccccc2c(=O)c1OC | 5%
Nc1nc2c(ncn2C2OC(CO)CC2O)c(=O)[nH]1 (stereo not drawn) | 2%
CC(=O)N1CCC2(CC1)CN(c1ccncc1)C2 | -1%
CCCCc1nc2c(c3c1C[C@H](C)OC3)CN(C(=O)N[C@@H](C)c1ccccc1)CC2 | 1%[12.9 µM]
CC(C)NC(=O)N1CC[C@@]2(CCCN(C(=O)c3cc(C(F)(F)F)cc(C(F)(F)F)c3)C2)C1 | 8%
CC1(C)OC(=O)NC1=O | -20%
Cc1cccc(CNc2ccnc(-c3ccccc3Cl)n2)c1 | -4%
COc1ccc2c(c1OC)C(=O)O[C@H]2C1c2c(cc3c(c2OC)OCO3)CCN1C (stereo partly drawn) | 0%&-9%
CCOC(=O)CCN1C(=O)[C@H]2[C@H]3[C@H](O)[C@H](O)C/C(=N/NC(=O)OCC)[C@@H]3CC[C@@H]2C1=O | 1%[12.9 µM]
Cc1cnc(CNc2ncnc3ccc(-c4ccccc4C#N)cc23)cn1 | -4%
C[C@H](CCC(=O)O)C[C@H](C)C[C@H](C)C(=O)/C=C(\O)[C@H](C)C[C@H](C)C/C=C/[C@@H](C)[C@@H](O)[C@@H](C)[C@@H](O)C[C@@H]1CC[C@@](C)(C2CC[C@@](C)([C@@H](C)O)O2)O1 (stereo partly drawn) | 6%
CC(C)CN1CCC2(CC1)CCN(C(=O)Oc1ccccc1)CC2 | 3%
c1ccc(-c2ccc(N3CCCC4(CCNCC4)C3)cc2)cc1 | 0%
CCOC(=O)OCC1C=C[C@H](c2cc(-c3ccccc3)ccc2O)C(c2ccc(C(C)=O)cc2)O1 (stereo partly drawn) | 0%[12.9 µM]
C[C@@H]1CC[C@H]2C(=O)N3[C@@H](CC[C@@H](C)[C@@H]3c3ccc(Br)cc3)C(=O)N2[C@@H]1c1ccc(Br)cc1 | 3%[12.9 µM]
CC(=O)N[C@@H](CC(C)C)C(=O)N[C@@H](CC(C)C)C(=O)N[C@H](C=O)CCCN=C(N)N | -4%
Cc1cc2ccc(=O)oc2cc1OC[C@@H](O)C(C)(C)O | 8%
COC(=O)N1CCC2(CCCN(Cc3ccc(C#N)cc3)C2)CC1 | -6%
COC(=O)c1c(C)cc(OC)cc1O | -10%
CN(C)C(=O)Nc1ccc(Oc2ccc(Cl)cc2)cc1 | 4%
COc1cccc(C=NC=Nc2cccc(OC)c2)c1 | -9%
COC(C)C(C(=O)OCC1=CCN2CC[C@H](O)[C@@H]12)C(C)C (stereo partly drawn) | 0%
COc1ccccc1-c1ccc2ncnc(N3CCN(C)CC3)c2c1 | -2%
NCCc1cnc(-c2cccc(C(F)(F)F)c2)[nH]1 | -10%
COC(=O)[C@@]1(Cc2ccccc2)[C@H]2c3cc(C(=O)N(C)C)n(CCN4CNCC4=O)c3C[C@H]2CN1C(=O)c1ccccc1 | -22%

Exported with each value named: 3 of the compounds above.
> CC1(C)OC(=O)NC1=O
  FBPA Giardia inh: -20%
> CC(C)CN1CCC2(CC1)CCN(C(=O)Oc1ccccc1)CC2
  FBPA Giardia inh: 3%
> Cc1cc2ccc(=O)oc2cc1OC[C@@H](O)C(C)(C)O
  FBPA Giardia inh: 8%

Later entries.
SMILES | FBPA Giardia inh
NC(Cc1ccc(N(CCCl)CCCl)cc1)C(=O)O (stereo not drawn) | 1%&-18%
NC(=O)CCCCn1ccc(NC(N)=NCC(F)(F)F)n1 | 1%
CCCCC/C=C\C/C=C\C/C=C\CCCCCCC(=O)NCCO | -1%&4%
CCCn1c(-c2ccc(F)cc2)nc2c(NC(C)CN(C)C)nc(C)nc21 (stereo not drawn) | 3%
CCC(C)(C)C(=O)OC1CC(C)C=C2C=CC(C)C(CCC3CC(O)CC(=O)O3)C21 (stereo not drawn) | -2%
COc1ccccc1-c1nc(NCc2cnc(C)cn2)c2ccccc2n1 | -30%
O=[N+]([O-])c1ccc(O[C@@H]2O[C@H](CO)[C@@H](O)[C@H](O)[C@H]2F)c([N+](=O)[O-])c1 | 8%
O=C1C2CCC(C2)[C@@H]2CCCCN12 (stereo partly drawn) | 4%[136 µM]
Clc1ccccc1-c1cncnc1NCc1cccs1 | 21%
COC(=O)C1(C(C)=O)CC2=CC[C@@H]3C(=O)N(c4ccccc4)C(=O)[C@@H]3[C@@H]2Cc2ccccc2[C@@H]1C[N+](=O)[O-] (stereo partly drawn) | 4%
O=C(Oc1ccccc1)N1CCC2(CCCN(c3ccncc3)C2)CC1 | 12%
C=C(C)CC1(c2ccccc2)Oc2ccccc2-c2nc3cc(Cl)c(Cl)cc3nc21 (stereo not drawn) | -1%[12.9 µM]
CN(C)c1ccc(-c2cc(N(C)Cc3ccco3)ncn2)cc1 | -10%
CC(=O)Oc1cc(OC(C)=O)c2c(c1)OC(c1ccc(OC(C)=O)c(OC(C)=O)c1)C(OC(C)=O)C2 (stereo not drawn) | 0%&-2%
C[C@@H](N)C(=O)O | -3%
COc1ccc(NC(=O)N2CCC3(CC2)CCN(C(=O)c2cc(C(F)(F)F)cc(C(F)(F)F)c2)CC3)cc1 | -5%
C=CCOC(=O)N[C@H](c1ccco1)C(C(C)=O)C(C)=O | -2%
CC(C)c1cc(C(C)C)c(S(=O)(=O)Nc2cccc3cccnc23)c(C(C)C)c1 | -21%
CCNc1ncc2nc(-c3cccc(C#N)c3)c(=O)n(Cc3cccc(OC)c3)c2n1 | 5%
CN(CCc1ccc(Cl)c(Cl)c1)[C@H]1CCCC[C@H]1N1CCCC1 | 0%
COC(=O)/C=C/C(C)=C/C=C/C(C)=C/C=C/C=C(C)/C=C/C=C(C)/C=C/C(=O)O | -7%
COC(=O)N/N=C/C1=C[N+](=O)c2ccccc2[N+]1=O | -3%
COC(=O)C1=C[C@@H](C(=O)OC)C2C3=C(C(=O)[C@@]2(C)NC(=O)c2ccccc2)[C@H](C)n2c(=O)n(-c4ccccc4)c(=O)n2[C@@H]3C1 (stereo partly drawn) | -7%
Cc1cnc(CNc2cc(-c3ccccc3C(F)(F)F)ncn2)cn1 | -18%

A portion of the library, so the mix of outcomes need not match the whole.
